APOBEC3A inh – blocks human APOBEC3A ssDNA deamination; P31941; recombinant A3A, FAM/TAMRA ssDNA deamination fluorescence; inhibition, % at 20 µM; 330,000 tested, 0.41% active; AID 493011;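 active means at least 40% inhibition at 20 µM here, with at most 30% in a related deaminase screen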;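 further: plate controls were A3A with DMSO for no effect and wells lacking A3A enzyme for full effect; some results filed as inactive read as strong as hits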
Target sequence (P31941 whole entry, looked up): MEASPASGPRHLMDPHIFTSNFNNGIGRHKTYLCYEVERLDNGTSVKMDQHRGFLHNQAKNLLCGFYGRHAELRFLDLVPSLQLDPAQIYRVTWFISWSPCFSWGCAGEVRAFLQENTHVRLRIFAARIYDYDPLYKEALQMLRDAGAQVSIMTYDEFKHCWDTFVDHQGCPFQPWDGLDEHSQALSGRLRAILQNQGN
MIN6 prolif – inducers of beta-cell replication in MIN6 cells; AID 2380; proliferation, % at 10 µM; 330,000 tested, 0.29% active; MIN6 cells proliferation, ATPlite luminescence, 48 h; cells starved in 0.2% serum; 100% = growth in 10% serum;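 active means compounds whose signal lies at least 3.5 SD above the mean of all wells on their plate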;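 further: 0% = DMSO-treated cells in low-serum medium and 100% = 10% serum control; some compounds called inactive have numbers as strong as hits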
hIAP act – human IAP activation; P09923; purified human IAP, CDP-Star luminescence, 30 min; active compounds read high; 1 = vehicle-only enzyme, 0 = enzyme-free background; activation factor at 10 µM; 330,000 tested, 0.16% active;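 active means activation factor of the enzyme at least 2-fold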; further: the source names both 10 and 20 µM as test concentration; values of inactives mirror those of a sister screen read the other way
Target sequence (P09923 whole entry, looked up): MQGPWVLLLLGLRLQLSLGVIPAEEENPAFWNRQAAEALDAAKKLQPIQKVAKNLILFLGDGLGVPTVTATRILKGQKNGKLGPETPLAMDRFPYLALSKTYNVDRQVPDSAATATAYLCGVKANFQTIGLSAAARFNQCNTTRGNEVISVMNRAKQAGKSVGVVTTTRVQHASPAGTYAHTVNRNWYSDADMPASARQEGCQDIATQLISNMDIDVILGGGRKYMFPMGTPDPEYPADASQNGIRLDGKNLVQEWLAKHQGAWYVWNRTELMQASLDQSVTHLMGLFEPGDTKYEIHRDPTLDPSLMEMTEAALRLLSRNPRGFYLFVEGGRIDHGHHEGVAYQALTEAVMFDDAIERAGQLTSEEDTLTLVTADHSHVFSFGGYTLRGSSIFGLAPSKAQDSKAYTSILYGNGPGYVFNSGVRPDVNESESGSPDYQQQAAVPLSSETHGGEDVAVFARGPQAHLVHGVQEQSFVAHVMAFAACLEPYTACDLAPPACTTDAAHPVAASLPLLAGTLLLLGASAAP
hIAP block – human IAP inhibition | inhibition, % at 10 µM | 330,000 tested, 0.12% active | purified IAP, CDP-Star luminescence, 30 min;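 active means inhibition reaching a set limit with compound at 10 µM in the primary screen, cut at about 35% in these data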;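 further: plate controls were DMSO wells with enzyme for no effect and no-enzyme buffer wells for full effect; values of inactives mirror those of a sister screen read the other way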
SENP1 FRET inh – inhibitors of human SENP1 SUMO protease catalytic domain; inhibition, % at 10 µM; 360,000 tested, 0.21% active; recombinant SENP1 catalytic domain, CyPet-SUMO1-YPet FRET cleavage;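 active means inhibition at least 30% at 10 µM, raw YFP signal under a set limit, fluorescence ratio 0.5 to 1.5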;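 further: 0% = enzyme with DMSO and 100% = no enzyme wells; some results filed as inactive read as strong as hits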
Target sequence (Q9P0U3 419-644 limits assumed): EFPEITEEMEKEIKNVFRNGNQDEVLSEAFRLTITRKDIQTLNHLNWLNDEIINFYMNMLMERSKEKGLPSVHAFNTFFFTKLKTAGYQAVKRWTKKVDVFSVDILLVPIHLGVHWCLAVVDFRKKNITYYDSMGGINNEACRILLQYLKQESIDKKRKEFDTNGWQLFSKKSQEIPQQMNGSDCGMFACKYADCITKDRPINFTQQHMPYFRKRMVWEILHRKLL
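Assay system: hSENP1 catalytic domain, recombinant. Amount: SENP1 enzyme, 20 pM final. Schedule: 50 min reaction, RT, dark. Technique: FRET, CFP and YFP emission. Control set: no-enzyme wells low, DMSO-plus-enzyme wells high control.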
APOBEC3G inh – inhibitors of human APOBEC3G DNA deaminase | inhibition, % at 20 µM | recombinant A3G, ssDNA deamination FAM/TAMRA fluorescence | 330,000 tested, 0.28% active | Q9HC16;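 active means inhibition of at least 40% at 20 µM, with no more than 30% in the related APOBEC3A deaminase screen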;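 further: plate controls were DMSO wells with A3G for no effect and wells lacking A3G enzyme for full effect; some compounds called inactive have numbers as strong as hits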
NALP3 yeast inh – NALP3 inhibition in yeast; Yeast reconstituted NLRP3/ASC/caspase-1, beta-gal luminescence, 24 h; inhibition, % at 10 µM; 330,000 tested, 0.39% active;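 active means inhibition of 50% or more; inactive means inhibition below 50%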;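 further: plate controls were induced DMSO wells for no effect and uninduced yeast grown without galactose for full effect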
mIAP inh – blocks mouse intestinal alkaline phosphatase; purified mouse IAP, CDP-Star luminescence, 30 min; inhibition, % at 10 µM; 330,000 tested, 0.2% active; AID 2806;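 active means inhibition of at least 40% at 10 µM in the primary screen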;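 further: plate controls were DMSO with enzyme for no effect and no enzyme wells for full effect; values of inactives mirror those of a sister screen read the other way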
mIAP activ – increases mouse intestinal alkaline phosphatase activity. muIAP, CDP-Star luminescence, 30 min; active compounds read high; 1 = vehicle-only enzyme signal, 0 = enzyme-free wells. 330,000 tested, 0.24% active. activation factor at 10 µM;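 active means activation factor of at least 2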; further: the source names both 10 and 20 µM as test concentration; values of inactives mirror those of a sister screen read the other way
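also added = chemiluminescent substrate CDP-Star | test system = mouse IAP enzyme | signal = chemiluminescence readout | compound = DMSO-dissolved test compounds | incubation = 30 min at room temperature | benchmarks = DMSO wells, no-enzyme wells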
Active calls of the source: *.

What do the screens show for `CCC(C)NC(=O)Nc1ccccc1F` (configuration not stated)?
APOBEC3A inh: 0.7; MIN6 prolif: -1.8; hIAP act: 0.897; hIAP block: 10.3; SENP1 FRET inh: 0.8; APOBEC3G inh: -0.8; NALP3 yeast inh: 8.1; mIAP inh: 4.4; mIAP activ: 0.956

Results for CC(C)N(CC#CCC(O)(c1ccccc1)c1ccccc1)CCO ?
APOBEC3A inh: 5.2; MIN6 prolif: 2.6; hIAP act: 1.06; hIAP block: -5.6; SENP1 FRET inh: 1.4; APOBEC3G inh: -0.4; NALP3 yeast inh: 5.0; mIAP inh: 3.2; mIAP activ: 0.968

How did CN(c1ccc(C(=O)NCc2ccco2)cc1)S(C)(=O)=O do in these assays?
APOBEC3A inh: 0.1; MIN6 prolif: -0.2; hIAP act: 1.04; hIAP block: -4.3; SENP1 FRET inh: 0.8; APOBEC3G inh: -1.4; NALP3 yeast inh: 6.0; mIAP inh: 0.8; mIAP activ: 0.992

What do the screens show for `Cc1ccc(C(=O)N2CCN(Cc3nc4sc5c(c4c(=O)[nH]3)CCCC5)CC2)cc1`?
APOBEC3A inh: 1.9; MIN6 prolif: -2.4; hIAP act: 1.11; hIAP block: -11.2; SENP1 FRET inh: 0.2; APOBEC3G inh: -2.5; NALP3 yeast inh: 25.9; mIAP inh: 10.5; mIAP activ: 0.895

What do the screens show for `COc1cccc(C(=O)Nc2cccc(-c3nnc(-c4ccco4)o3)c2)c1`?
APOBEC3A inh: -1.0; MIN6 prolif: -1.5; hIAP act: 1.03; hIAP block: -2.6; SENP1 FRET inh: 1.7; APOBEC3G inh: -4.3; NALP3 yeast inh: 32.4; mIAP inh: -5.0; mIAP activ: 1.05

How did Cc1cc2c(c(=O)n1Cc1ccccn1)C(c1ccc3c(c1)OCO3)C(C#N)=C(N)O2 (configuration not stated) do in these assays?
APOBEC3A inh: -1.5; MIN6 prolif: -2.1; hIAP act: 1.1; hIAP block: -10.1; SENP1 FRET inh: 1.2; APOBEC3G inh: -4.3; NALP3 yeast inh: -1.7; mIAP inh: 13.0; mIAP activ: 0.87

Results for COc1cc(C(=O)NCC(=O)Nc2c(C)cccc2C)ccc1OCc1ccccc1 ?
APOBEC3A inh: -1.2; MIN6 prolif: -1.0; hIAP act: 1.04; hIAP block: -4.0; SENP1 FRET inh: 0.7; APOBEC3G inh: -8.5; NALP3 yeast inh: 16.5; mIAP inh: -14.0; mIAP activ: 1.14

Results for Nc1cc(=O)[nH]c(SCC(=O)Nc2ccccc2Sc2ccc(Cl)cc2)n1 ?
APOBEC3A inh: -1.7; MIN6 prolif: -1.6; hIAP act: 0.882; hIAP block: 11.8; SENP1 FRET inh: 0.8; APOBEC3G inh: -2.3; NALP3 yeast inh: 33.7; mIAP inh: 6.3; mIAP activ: 0.937

How did O=C(NC1CCCC1)C(c1ccsc1)N(Cc1ccccc1)C(=O)Cc1cccs1 (configuration not stated) do in these assays?
APOBEC3A inh: -1.9; MIN6 prolif: -3.5; hIAP act: 1.02; hIAP block: -2.1; SENP1 FRET inh: -0.4; APOBEC3G inh: -4.5; NALP3 yeast inh: -0.5; mIAP inh: -20.5; mIAP activ: 1.21

Results for Cc1c(-c2ccccc2)n[nH]c1C(=O)NN ?
APOBEC3A inh: -0.3; MIN6 prolif: 2.0; hIAP act: 0.966; hIAP block: 3.4; SENP1 FRET inh: 3.6; APOBEC3G inh: -1.2; NALP3 yeast inh: 1.3; mIAP inh: 6.2; mIAP activ: 0.938

What do the screens show for `COc1ccc(NCc2nnc(SCC(=O)Nc3cc(C(F)(F)F)ccc3Cl)o2)cc1`?
APOBEC3A inh: -2.5; MIN6 prolif: 0.5; hIAP act: 1.09; hIAP block: -9.1; SENP1 FRET inh: 1.1; APOBEC3G inh: -6.5; NALP3 yeast inh: -12.2; mIAP inh: 21.7; mIAP activ: 0.783

What do the screens show for `COc1ccc2[nH]c(=O)c(CN(CCCN(C)C)C(=O)Nc3ccccc3)cc2c1`?
APOBEC3A inh: 2.2; MIN6 prolif: -0.8; hIAP act: 1.06; hIAP block: -6.5; SENP1 FRET inh: 1.0; APOBEC3G inh: -4.4; NALP3 yeast inh: 3.4; mIAP inh: 3.1; mIAP activ: 0.969

What do the screens show for `O=C(CCc1ccc(S(=O)(=O)N2CCOCC2)cc1)N/N=C/c1ccc(O)c(O)c1O`?
APOBEC3A inh: 34.9; MIN6 prolif: 2.6; hIAP act: 1.08; hIAP block: -7.8; SENP1 FRET inh: 2.8; APOBEC3G inh: 8.7; NALP3 yeast inh: -5.0; mIAP inh: 34.8; mIAP activ: 0.652

What do the screens show for `Cc1cccn2cc(CCNS(=O)(=O)c3cccs3)nc12`?
APOBEC3A inh: -6.7; MIN6 prolif: -2.5; hIAP act: 1.07; hIAP block: -7.2; SENP1 FRET inh: 1.1; APOBEC3G inh: -2.1; NALP3 yeast inh: -13.1; mIAP inh: -30.9; mIAP activ: 1.31

What do the screens show for `O=C(CCSc1ccc(F)cc1)NNC(=O)c1ccccc1Cl`?
APOBEC3A inh: -3.4; MIN6 prolif: -1.7; hIAP act: 1.17; hIAP block: -17.1; SENP1 FRET inh: 1.1; APOBEC3G inh: -3.4; NALP3 yeast inh: 13.6; mIAP inh: -10.5; mIAP activ: 1.1

Results for COC(=O)/C=C1\N/C(=N/c2nc(C)c3cc(OC)ccc3n2)NC1=O ?
APOBEC3A inh: -1.0; MIN6 prolif: -4.8; hIAP act: 2.54*; hIAP block: -154.1; SENP1 FRET inh: 2.5; APOBEC3G inh: 5.8; NALP3 yeast inh: 8.5; mIAP inh: 0.6; mIAP activ: 0.994

Results for O=C(COC(=O)c1ccccc1-n1cnnn1)c1ccccc1 ?
APOBEC3A inh: -1.7; MIN6 prolif: -1.8; hIAP act: 1.16; hIAP block: -15.9; SENP1 FRET inh: 1.5; APOBEC3G inh: 4.6; NALP3 yeast inh: 10.8; mIAP inh: 4.3; mIAP activ: 0.957

How did COc1ccccc1Nc1ccc(S(=O)(=O)N2CCCCC2)cc1[N+](=O)[O-] do in these assays?
APOBEC3A inh: -0.9; MIN6 prolif: 0.0; hIAP act: 1.32; hIAP block: -32.1; SENP1 FRET inh: 1.7; APOBEC3G inh: -5.4; NALP3 yeast inh: 22.0; mIAP inh: 22.2; mIAP activ: 0.778

How did CCOC(=O)Cn1c(C(C)=O)nc2ccccc21 do in these assays?
APOBEC3A inh: 4.2; MIN6 prolif: -2.8; hIAP act: 1.18; hIAP block: -18.0; SENP1 FRET inh: -2.8; APOBEC3G inh: 2.6; NALP3 yeast inh: 0.3; mIAP inh: 12.7; mIAP activ: 0.873

Results for COc1ccc([C@H]2CC(=O)C=C(c3cccc(Cl)c3O)C2)cc1OC ?
APOBEC3A inh: -3.3; MIN6 prolif: 5.0; hIAP act: 1.01; hIAP block: -0.7; SENP1 FRET inh: 33.2*; APOBEC3G inh: -11.2; NALP3 yeast inh: 18.0; mIAP inh: 7.6; mIAP activ: 0.924

How did COc1cc(S(=O)(=O)n2ccc(C)n2)c(OC)cc1Cl do in these assays?
APOBEC3A inh: 1.3; MIN6 prolif: -2.1; hIAP act: 0.96; hIAP block: 4.0; SENP1 FRET inh: -2.0; APOBEC3G inh: -0.2; NALP3 yeast inh: 12.4; mIAP inh: -2.9; mIAP activ: 1.03

Results for CCCCn1c(SCC(=O)Nc2ccc3c(c2)CCC3)nc2ccccc2c1=O ?
APOBEC3A inh: 2.6; MIN6 prolif: -3.8; hIAP act: 1.04; hIAP block: -3.6; SENP1 FRET inh: 1.1; APOBEC3G inh: 1.1; NALP3 yeast inh: 0.6; mIAP inh: -6.5; mIAP activ: 1.06

How did Cc1ccccc1NC(=O)CN1C(=O)S/C(=C/c2cccnc2)C1=O do in these assays?
APOBEC3A inh: 4.1; MIN6 prolif: -1.6; hIAP act: 1.32; hIAP block: -31.6; SENP1 FRET inh: 0.4; APOBEC3G inh: 1.3; NALP3 yeast inh: 27.1; mIAP inh: -3.9; mIAP activ: 1.04

How did O=C(NCc1ccccc1Cl)c1ccc(CSc2nc3ccncc3[nH]2)cc1 do in these assays?
APOBEC3A inh: 8.4; MIN6 prolif: 1.9; hIAP act: 1.12; hIAP block: -11.9; SENP1 FRET inh: 2.9; APOBEC3G inh: 4.1; NALP3 yeast inh: 12.2; mIAP inh: 6.5; mIAP activ: 0.935

Results for COc1ccccc1C(=O)N1CCN(C(=O)c2oc3ccc(C)cc3c2C)CC1 ?
APOBEC3A inh: 0.5; MIN6 prolif: -2.5; hIAP act: 0.922; hIAP block: 7.8; SENP1 FRET inh: 2.8; APOBEC3G inh: 2.9; NALP3 yeast inh: 5.3; mIAP inh: -4.5; mIAP activ: 1.04

Results for CCN(CC)C(=O)c1ccc2c(=O)n(CCOC)c(=S)[nH]c2c1 ?
APOBEC3A inh: -3.2; MIN6 prolif: -1.8; hIAP act: 1.08; hIAP block: -7.9; SENP1 FRET inh: 1.6; APOBEC3G inh: -6.8; NALP3 yeast inh: -4.4; mIAP inh: -6.3; mIAP activ: 1.06

Results for CCOC(=O)N1CCN(C(=O)c2ccc(CS(=O)Cc3ccccc3Cl)o2)CC1 (configuration not stated) ?
APOBEC3A inh: -3.5; MIN6 prolif: 4.7; hIAP act: 1.13; hIAP block: -12.6; SENP1 FRET inh: 1.9; APOBEC3G inh: -5.8; NALP3 yeast inh: 16.6; mIAP inh: 1.2; mIAP activ: 0.988

Results for COc1ccc(CN(C)C(=O)c2ccc3c(=O)n4c(nc3c2)CCC4)c(OC)c1 ?
APOBEC3A inh: 0.9; MIN6 prolif: 0.5; hIAP act: 1; hIAP block: -0.3; SENP1 FRET inh: -0.9; APOBEC3G inh: -2.6; NALP3 yeast inh: 3.9; mIAP inh: 0.0; mIAP activ: 1

What do the screens show for `CCCCn1c(-c2c(Cl)c(C)nn2C)n[nH]c1=S`?
APOBEC3A inh: -1.3; MIN6 prolif: 1.5; hIAP act: 0.836; hIAP block: 16.4; SENP1 FRET inh: 0.1; APOBEC3G inh: 24.8; NALP3 yeast inh: 18.4; mIAP inh: 14.9; mIAP activ: 0.851

What do the screens show for `Cc1cc(-n2nc3ccccc3n2)c(O)c([N+](=O)[O-])c1`?
APOBEC3A inh: 8.1; MIN6 prolif: -2.4; hIAP act: 0.961; hIAP block: 3.9; SENP1 FRET inh: 1.8; APOBEC3G inh: -1.8; NALP3 yeast inh: 31.0; mIAP inh: 17.2; mIAP activ: 0.828

Results for O=C(/C=C/c1ccc(F)cc1)Nc1nc2ccccc2[nH]1 ?
APOBEC3A inh: 1.4; MIN6 prolif: 1.3; hIAP act: 1.4; hIAP block: -40.3; APOBEC3G inh: 2.2; NALP3 yeast inh: 2.3; mIAP inh: 10.0; mIAP activ: 0.9

What do the screens show for `CC(c1nnc(SCC(=O)Nc2cc([N+](=O)[O-])ccc2F)n1Cc1ccccc1)N(C)C` (configuration not stated)?
APOBEC3A inh: -2.5; MIN6 prolif: 0.0; hIAP act: 0.987; hIAP block: 1.3; SENP1 FRET inh: -1.3; APOBEC3G inh: -12.2; NALP3 yeast inh: -0.6; mIAP inh: 7.3; mIAP activ: 0.927

What do the screens show for `COc1cc(NC(=O)C2CCC(CNc3c(N4CCCCC4)c(=O)c3=O)CC2)cc(OC)c1` (configuration not stated)?
APOBEC3A inh: 2.5; MIN6 prolif: 7.9; hIAP act: 0.862; hIAP block: 13.8; SENP1 FRET inh: 0.0; APOBEC3G inh: 0.2; NALP3 yeast inh: 16.3; mIAP inh: -8.5; mIAP activ: 1.08

Screens as filed in PubChem.

A portion of the library; the hit share may differ from the screen's.
